Tb PGK inh – qHTS Assay to Find Inhibitors of Phosphoglycerate Kinase; Phosphoglycerate kinase, glycosomal (Trypanosoma brucei brucei), P07378; PGK/GAPDH coupled, Kinase-Glo luminescence, 60 min; Potency, µM (doses to about 57.5 µM), for inactives: at the highest dose activity change, negative = inhibition, usual class: inhibitors; actives 0.043% (n = 380,000); note: % is set by controls: 0 for no effect and ±100 for the full control effect; nearly all actives have a fitted effect of over 60% in size
Target sequence (P07378 whole entry, looked up): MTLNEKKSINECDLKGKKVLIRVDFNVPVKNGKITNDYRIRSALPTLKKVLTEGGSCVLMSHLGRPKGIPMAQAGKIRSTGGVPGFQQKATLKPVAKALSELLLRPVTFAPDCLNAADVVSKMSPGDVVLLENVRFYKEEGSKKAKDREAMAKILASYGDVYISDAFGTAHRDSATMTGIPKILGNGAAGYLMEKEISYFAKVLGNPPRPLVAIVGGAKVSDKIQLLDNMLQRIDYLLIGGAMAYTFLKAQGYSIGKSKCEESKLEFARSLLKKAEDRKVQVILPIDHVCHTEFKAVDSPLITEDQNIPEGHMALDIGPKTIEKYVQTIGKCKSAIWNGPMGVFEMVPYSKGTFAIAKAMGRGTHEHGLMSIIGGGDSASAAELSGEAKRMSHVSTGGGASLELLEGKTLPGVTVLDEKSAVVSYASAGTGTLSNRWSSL
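Recombinant glycosomal PGK reaction used 1,3-bisphosphoglycerate generated in-well by GAPDH (100nM final) in 100mM TEA pH 7.6, 5mM MgCl2, 0.01% Tween-20. After 60 minutes at room temperature, ATP was read by Kinase-Glo Plus luminescence end-point.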
rTrxR1 inhibitor – qHTS Assay for Inhibitors of Mammalian Selenoprotein Thioredoxin Reductase 1 (TrxR1): qHTS. Thioredoxin reductase 1, cytoplasmic (Rattus norvegicus), O89049. recombinant rTrxR1, NADPH fluorescence consumption, selenite substrate. Potency, µM (titrated, usually from 114 µM), for inactives: top-dose activity change, negative = inhibition, usual class: inhibitors. actives 1% (n = 390,000). AID 588453, 2011; note: % is set by controls: 0 for no effect and ±100 for the full control effect; nearly all actives have a fitted effect of over 65% in size
Target sequence (O89049 whole entry, looked up): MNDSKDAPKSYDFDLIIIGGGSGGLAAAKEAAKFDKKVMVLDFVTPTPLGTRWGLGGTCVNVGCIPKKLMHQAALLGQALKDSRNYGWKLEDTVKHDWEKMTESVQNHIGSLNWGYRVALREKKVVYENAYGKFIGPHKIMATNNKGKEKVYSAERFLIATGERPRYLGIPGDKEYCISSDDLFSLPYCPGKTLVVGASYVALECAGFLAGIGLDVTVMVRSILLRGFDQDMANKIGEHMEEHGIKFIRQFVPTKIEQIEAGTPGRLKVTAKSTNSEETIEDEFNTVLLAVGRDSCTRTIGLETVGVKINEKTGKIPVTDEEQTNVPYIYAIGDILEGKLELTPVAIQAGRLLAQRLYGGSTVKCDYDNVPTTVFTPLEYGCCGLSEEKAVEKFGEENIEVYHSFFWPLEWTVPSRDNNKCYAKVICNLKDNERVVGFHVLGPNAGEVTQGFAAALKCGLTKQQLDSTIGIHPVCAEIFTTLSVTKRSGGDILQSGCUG
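Rat TrxR1 (90 nM in the dispensed reagent) was pre-reduced with 400 uM NADPH for 5 min at room temperature, then incubated with compound for 15 min. After 400 uM selenite was added, NADPH fluorescence (Ex 340/Em 450 nm) was followed for 8 min.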
12-LOX inh – Primary qHTS assay for inhibitors of human arachidonate 12S-lipoxygenase (ALOX12): Round 2 | Polyunsaturated fatty acid lipoxygenase ALOX12 (Homo sapiens), P18054 | purified 12hLO, xylenol orange hydroperoxide absorbance | Potency, µM (highest dose often 108 µM), for the others: at the highest dose activity change, negative = inhibition, actives largely listed as inhibitors | actives 1.1% (n = 580,000) | AID 1671190, 2021; note: % is set by controls: 0 for no effect and ±100 for the full control effect
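Hydroperoxide product was detected by ferrous iron/xylenol orange as the 573 to 405 nm absorbance ratio. Arachidonic acid at 40 uM (final) was turned over for 30 min at room temperature by 150 nM human 12hLO, pH 7.0 Hepes buffer, after 15 min compound preincubation.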
ERG Ets-DNA blk – qHTS for Small Molecule Inhibitors of the ERG Ets/DNA interaction; Transcriptional regulator ERG (Homo sapiens), P11308; fluorescence polarization, His-ERG Ets domain / labelled DNA; Potency, µM (titrated, usually from 76.9 µM), inactives show at the top dose FP activity, negative = inhibition, hits mostly inhibitors; actives 0.028% (n = 370,000); active = well fitted inhibition curve with a large enough effect in the polarisation, with a control signal flat; inconclusive = small, poorly fitted or top-dose-only effect, or effect the other way, or a change in a side signal; inactive = no such curve, though single readings can be large or run the other way; the % refers to the polarisation;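 note: polarization taken with two DNA probes labelled with fluorescein and Texas red; % of control where 0% means no effect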
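His-tagged ERG Ets domain (1 uM in the protein solution; 300mM KCl, 50mM Tris-HCl, 1mM EDTA, 1mM DTT, pH 7.5) received compound, then a probe mix of 5 nM fluorescein-DNA and 100nM Texas-615-DNA. Fluorescence polarization was read for both dyes.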
HP1b chromo inh – HTS for Inhibitors of HP1-beta Chromodomain Interactions with Methylated Histone Tails; Chromobox protein homolog 1 (Homo sapiens), P83916; AlphaScreen HP1-beta / biotin-H3K9me3 peptide binding; Potency, µM (doses to about 114 µM), without a hit: top-dose activity change, negative = inhibition, hits mostly inhibitors; actives 0.56% (n = 390,000); AID 540317, 2011; note: nearly all actives have a fitted effect of over 70% in size; inactives centre near 23
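Compound inhibition of the preformed complex between 50 nM HP1-beta and 50 nM biotinylated H3K9me3 peptide was read by AlphaScreen. Buffer was PBS pH 7.4 with 0.01% Tween-20. Incubations ran 30 min at room temperature, with 10 ug/mL donor/acceptor beads.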
Pin1 inhibitor – qHTS Assay to Find Inhibitors of Pin1; Potency, µM (titrated, usually from 115 µM), inactives show at the top dose activity, negative = inhibition, most hits filed as inhibitors; actives 0.009% (n = 390,000); Pin1 FP peptide displacement, HiFluor488, 10 min; active = well fitted inhibition curve with a large enough effect in the polarisation, with a control signal flat, not every such curve was filed as active; inconclusive = small, poorly fitted or top-dose-only effect, or effect the other way, or a change in a side signal; inactive = no such curve, though single readings can be large or run the other way; the % refers to the polarisation; note: % is set by controls: 0 for no effect and ±100 for the full control effect
Target sequence (Q13526 whole entry, looked up): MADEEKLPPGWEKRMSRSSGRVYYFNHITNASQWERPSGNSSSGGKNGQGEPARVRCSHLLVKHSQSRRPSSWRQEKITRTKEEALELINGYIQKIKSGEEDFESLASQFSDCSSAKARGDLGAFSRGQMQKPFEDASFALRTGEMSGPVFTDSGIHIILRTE
JMJD2A Tudor inh – qHTS Assay for Inhibitors of JMJD2A-Tudor Domain; actives 4.4% (n = 390,000); Potency, µM (series often up to 114 µM), for inactives: top-dose activity change, negative = inhibition, hits mostly inhibitors; AlphaScreen JMJD2A-Tudor / H3K4me3 peptide binding; note: % is set by controls: 0 for no effect and ±100 for the full control effect; nearly all actives have a fitted effect of over 50% in size
RGS4 inh – Inhibitors of Regulator of G Protein Signaling (RGS) 4: qHTS; Regulator of G-protein signaling 4 (Homo sapiens), P49798; Transcreener GDP fluorescence polarization, RGS4-accelerated GTP hydrolysis; Potency, µM (top dose mostly 114 µM), for inactives: at the top dose activity change, negative = inhibition, actives largely listed as inhibitors; actives 0.039% (n = 390,000); AID 504845, 2011; note: % is set by controls: 0 for no effect and ±100 for the full control effect; nearly all actives have a fitted effect of over 75% in size; some results filed as inactive show a strong effect at the top dose
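MLSMR compounds (23 nl, pin-transferred) preincubated 10 min at room temperature with a 500nM (2x) first reagent, then RGS4 at 900nM (2x) plus Transcreener GDP mix added; fluorescence polarization (620/688 nm) read before and after 90 min at 30 °C.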
GLS inhibitor – qHTS for Inhibitors of Glutaminase (GLS) | Glutaminase kidney isoform, mitochondrial (Homo sapiens), O94925 | GLS enzymatic activity, qHTS titration | Potency, µM (doses to about 45.5 µM), for inactives: at the top dose activity change, negative = inhibition, actives largely listed as inhibitors | actives 0.21% (n = 410,000) | AID 624170, 2012; note: % is set by controls: 0 for no effect and ±100 for the full control effect
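hKGA in 45 mM KH2PO4 (pH 8.2), 0.02% Tween-20 with compound, then 1mM L-Glutamine (stock as added) plus glutamate oxidase/HRP/Amplex red coupling mix. Fluorescence read initially and after 30 min at RT; signal change reflects glutamate formation.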
* hit, by the source's call; i = inactive; ? = inconclusive; / = no result given; [ ] = another dose, or the depositor's remark. Unless noted, calls come from the whole dose curve; as a rule, active = well fitted curve in the direction sought with a large enough effect; inconclusive = small, poorly fitted or top-dose-only effect, or another doubt; inactive = no such curve, though single readings can be large; an effect the other way counts as inactive or inconclusive. Potency is the fitted concentration of half-maximal effect. Only part of the results is shown, so the mix of outcomes need not match the whole.

entry | mol | Tb PGK inh | rTrxR1 inhibitor | 12-LOX inh | ERG Ets-DNA blk | HP1b chromo inh | Pin1 inhibitor | JMJD2A Tudor inh | RGS4 inh | GLS inhibitor
1 | CCCOc1ccc(NC(N)=O)cc1OCCC | 8% | 18%[11.4 µM] | -18% | -6% | 16% | -7% | -14% | 4% | -6%
2 | COc1ccc(/C=C/C(=O)c2ccc(C)c([N+](=O)[O-])c2)cc1O | -1% | -23% | ? | 0% | -22% | 3% | ? | -44% | 0%
3 | CSc1ccc(C(=O)C2CCCN(C(=O)c3cccc(N4CCOCC4)c3)C2)cc1 (configuration not stated) | -4% | 7% | 0% | -8% | 17% | -8% | -21% | 1% | 1%
4 | O=C(Oc1cc2oc(=O)c3c(c2cc1Cl)CCCC3)c1cccs1 | -2% | -10% | -4% | -9% | 52%[activator] | -1% | 1% | -13% | 0%
5 | CCN(CCCNC(=O)CNC(=O)c1nn(-c2ccc(OC)c(OC)c2)c(=O)c2ccccc12)c1ccccc1 | -5% | 10% | -22% | -6% | -37% | -4% | ? | 20% | 33%[activator]
6 | CSc1nc(/C=C2\C=Nc3ccccc32)c(O)n1C | i | -9% | ? | 4% | 22% | 14% | -9%[57.1 µM] | -21% | -1%
7 | Cc1nc(-c2ccccc2)sc1C(=O)O | -7% | -3% | -4% | 1% | -9% | -7% | ? | 3% | 5%
8 | COc1ccc(NC(=O)CN2CCN(c3c(C)cc(C)cc3C)CC2)cc1 | -4% | 15% | ? | 2% | 17% | ? | -9% | 21% | 12%
9 | O=C(NNC1=NS(=O)(=O)c2ccccc21)c1ccc([N+](=O)[O-])cc1 | 7% | -11% | -21% | -3% | 11% | -10% | -6% | 5% | 20%
10 | COCCNc1nnc(SCC(=O)NC(=O)c2ccccc2OC)s1 | -3% | -13% | -54% | 7% | 12% | 0% | -24% | 1% | 6%
11 | CCOC(=O)/C(C#N)=C\N(C)C | -3% | 15% | 0% | 2% | 27% | -18% | -10% | -20% | 1%
12 | CSc1sc(C(=O)O)c2c1C(=O)CCC2 | -1% | 8%[57.1 µM] | ? | -5% | 27% | -4% | -15% | -12% | 4%
13 | CCN(C(=O)c1ccccc1Cl)c1ccccc1 | -4% | 22% | 22% | -5% | 19% | 0% | 7% | 32% | 9%
14 | COC(=O)c1sccc1NC(=O)Nc1ccc(OC)c(OC)c1 | -11% | 17% | 0% | 4% | 40%[activator] | 3% | -5% | 16% | 3%
15 | O=C(COC(=O)c1ccc(Br)o1)Nc1cccc(S(=O)(=O)N2CCOCC2)c1 | -1% | -15% | -11% | 0% | 15% | 9% | -14% | 3% | -13%
16 | O=C(CCC1CCCCC1)NCCN1CCOCC1 | 0% | -9%[57.1 µM] | -17% | 9% | 38% | -2% | -3% | 20% | 0%
17 | O=C1C=C(O)c2cccc3cccc1c23 | -8% | -7% | ? | -1% | 19% | ? | -33% | ? | 0%
18 | COc1cc(NC(=O)CCC2CCCC2)cc(-n2cnnn2)c1 | 0% | 12% | -13% | 4% | 37% | 2% | 1% | -18% | 2%
19 | O=C(NCCCn1ccnc1)c1ccc(F)cc1 | i | 1% | 4% | 6% | 28% | 1% | -11% | 11% | 0%
20 | CC(C)COP(=O)(c1ccc(N(C)C)cc1)C(O)c1ccc(N(C)C)cc1 (configuration not stated) | -8% | 21% | -5% | 6% | 1% | -2% | ? | 22% | 17%
21 | CCCSc1nnc(CSc2nc3ccccc3s2)n1-c1ccccc1 | -6% | 14% | -6% | 5% | 33% | 25% | -3% | 7% | 18%
22 | COC(=O)c1sccc1Oc1ccc(F)cc1[N+](=O)[O-] | -17% | 14% | -7% | 8% | 0% | -4% | -25% | -38% | 4%
23 | CC(C)OC(=O)c1cn(-c2ccccc2)nc1-c1ccco1 | -1% | 5µM* | -79% | 12% | 17% | 27% | -16% | ? | 3%
24 | COc1cc(C2C=C(C(=O)O)Nc3ncnn32)ccc1O (configuration not stated) | i | -2% | -23% | -9% | 27% | 1% | 79µM* | 8% | 23%
25 | CNC(=O)c1ccsc1NC(=O)C1CCN(S(=O)(=O)c2cccs2)CC1 | -5% | 3%[57.1 µM] | -6% | 2% | -5% | -1% | -17% | 1% | 5%

Values by screen from the list.
Compounds 3–11 in HP1b chromo inh read 17%, 52%[activator], -37%, 22%, -9%, 17%, 11%, 12%, 27%
Compounds 3–11 in rTrxR1 inhibitor read 7%, -10%, 10%, -9%, -3%, 15%, -11%, -13%, 15%
Compounds 3–11 in 12-LOX inh read 0%, -4%, -22%, ?, -4%, ?, -21%, -54%, 0%

(further entries)
entry | mol | Tb PGK inh | rTrxR1 inhibitor | 12-LOX inh | ERG Ets-DNA blk | HP1b chromo inh | Pin1 inhibitor | JMJD2A Tudor inh | RGS4 inh | GLS inhibitor
26 | CN(C)Cc1c(C(=O)N/N=C/c2ccccc2OCc2ccc(F)cc2)nnn1-c1nonc1N | -5% | 9%[57.1 µM] | -2% | 3% | 8% | -4% | -21% | 9% | -18%
27 | COc1ccccc1N1CCN(c2ccc(=O)n(CC(=O)Nc3cc(F)ccc3C)n2)CC1 | 0% | 21%[57.1 µM] | -4% | 6% | 10% | 0% | -21% | 7% | 1%
28 | Cc1nn(-c2ccccc2)c2sc(C(=O)Nc3ccccc3Br)cc12 | 0% | 38%[activator] | ? | 4% | 77%[activator] | 9% | 29% | -11% | 3%
29 | C=CCn1c2ccccc2n2nc(C)c(=O)nc12 | -2% | -16% | 0% | 2% | 30% | 4% | -3% | 6% | 0%
30 | Cc1onc(C(N)=O)c1C(=O)Nc1ncc(C(F)(F)F)cc1Cl | i | 11% | -7% | -1% | 0% | -1% | -6% | 14% | 2%
31 | O=C(O)C1=C(C(=O)Nc2cccc(C(F)(F)F)c2)CCCC1 | i | 7% | -15% | 1% | 35% | 3% | -1% | 7% | 2%
32 | COC(=O)c1sc(-c2ccccc2)cc1NC(=O)c1cccc(F)c1 | -1% | 18% | -6% | -1% | 40%[activator] | 7% | -8% | 24% | -5%
33 | COc1ccc(C(=O)NCC(=O)OCC(=O)c2ccc3c(c2)NC(=O)CO3)cc1OC | -5% | 27%[57.1 µM] | -10% | -5% | 19% | 2% | -8% | 16% | 0%
34 | Cc1cccc(NC(=O)c2ccc(Cl)c(NC(=O)c3ccncc3)c2)c1C | -4% | 17%[11.4 µM] | 21% | -3%[15.4 µM] | 45%[activator] | 27% | -12% | -8% | -10%
35 | CCn1c(C)c(C(C)=O)cc(C#N)c1=O | -4% | 2% | -5% | -5% | 40% | 1% | 7% | 1% | 2%
36 | Cc1ccc(S(=O)(=O)/N=C(/c2ccccc2)N(C)C)c(C)c1 | -5% | 18% | 6% | -12% | 17% | -1% | 4% | -13% | -2%
37 | COc1cccc(N2CCN(CC(=O)Nc3ccccc3C(=O)NCc3ccccc3)CC2)c1 | 4% | 44%[activator] | 0% | 5% | -13% | 3% | -34% | -15% | 12%
38 | C=CCOc1ccc(CN(C)CC(O)COc2cccc3ccccc23)cc1 (configuration not stated) | -5% | 5% | ? | 0% | 35µM* | 0% | 0.71µM* | -4% | 0%
39 | Cc1ccc(N2CCN(C(=O)c3nn(C)c4c3CSc3ccccc3-4)CC2C)cc1 (configuration not stated) | -10% | 12% | -11% | 4% | 10% | -1% | -10% | -3% | 0%
40 | CCCn1c(=O)c2sccc2n2c(CCCC(=O)NC3CCN(Cc4ccccc4)CC3)nnc12 | 7% | 1% | 10% | 12% | 10%[57 µM] | -1% | -21% | -10% | 0%
41 | O=C(NNc1ccccc1)c1sc2ccccc2c1Cl | / | -9% | / | / | 16% | 0% | -29% | ? | /
42 | COc1ccc(Cc2noc(CN3CCN(Cc4cccc(Cl)c4)CC3)n2)cc1OC | -8% | -5% | 10% | -5% | 24% | -3% | -23% | 1% | -12%
43 | CCc1cccc(OCCn2nc(C(=O)O)c3ccccc3c2=O)c1 | -7% | -13%[57.1 µM] | 1% | 1% | 26% | 4% | 1% | 29% | -1%

Shown as a hit in rTrxR1 inhibitor, among the entries above:
entry | mol | Tb PGK inh | rTrxR1 inhibitor | 12-LOX inh | ERG Ets-DNA blk | HP1b chromo inh | Pin1 inhibitor | JMJD2A Tudor inh | RGS4 inh | GLS inhibitor
23 | CC(C)OC(=O)c1cn(-c2ccccc2)nc1-c1ccco1 | -1% | 5µM* | -79% | 12% | 17% | 27% | -16% | ? | 3%

Among those listed so far, 2 contain a CF3 group.
entry | mol | Tb PGK inh | rTrxR1 inhibitor | 12-LOX inh | ERG Ets-DNA blk | HP1b chromo inh | Pin1 inhibitor | JMJD2A Tudor inh | RGS4 inh | GLS inhibitor
30 | Cc1onc(C(N)=O)c1C(=O)Nc1ncc(C(F)(F)F)cc1Cl | i | 11% | -7% | -1% | 0% | -1% | -6% | 14% | 2%
31 | O=C(O)C1=C(C(=O)Nc2cccc(C(F)(F)F)c2)CCCC1 | i | 7% | -15% | 1% | 35% | 3% | -1% | 7% | 2%
